Screening data deposited in PubChem BioAssay by National Center for Advancing Translational Sciences (NCATS).
Anesthetic bind: candidate novel general anesthetic via apoferritin binding; apoferritin/1-aminoanthracene competitive binding, fluorescence; Potency, µM (doses to about 77.5 µM), for the others: at the top dose activity change, negative = displacement, hits mostly inhibitors; 0.074% of 350,000 active; note: nearly all actives have a fitted effect of over 20% in size
Target sequence (P02791 2-175 limits assumed): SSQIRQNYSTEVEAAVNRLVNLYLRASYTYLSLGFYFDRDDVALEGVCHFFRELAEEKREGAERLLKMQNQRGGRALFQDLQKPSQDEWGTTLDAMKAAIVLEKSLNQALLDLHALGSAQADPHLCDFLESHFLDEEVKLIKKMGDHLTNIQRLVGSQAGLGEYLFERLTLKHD
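Horse-spleen apoferritin (10 uM) was mixed with 50% saturated 1-aminoanthracene in PBS, exposed to compounds for 10 min at room temperature, and read for fluorescence (ex 380 nm, em 535 nm). Competitive displacement was fitted with a four-parameter Hill equation.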
BLM inh: blocks DNA unwinding by human BLM helicase; Potency, µM (titrated, usually from 56.1 µM), inactives show at the top dose activity change, negative = inhibition, most hits filed as inhibitors; recombinant BLM DNA unwinding, fluorescence dequenching; 0.2% of 350,000 active; AID 2528;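 note: plate controls were vehicle for no effect and no enzyme for full effect; nearly all actives have a fitted effect of over 35% in size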
APEX1 inh: blocks human APE1 abasic DNA cleavage; P27695; recombinant APE1, TAMRA/BHQ-2 abasic DNA cleavage fluorescence; Potency, µM (series often up to 65.8 µM), inactives show top-dose activity change, negative = inhibition, usual class: inhibitors; 0.35% of 350,000 active; AID 2517;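 note: plate controls were vehicle for no effect and reference inhibitor for full effect; nearly all actives have a fitted effect of over 55% in size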
Target sequence (P27695 whole entry, looked up): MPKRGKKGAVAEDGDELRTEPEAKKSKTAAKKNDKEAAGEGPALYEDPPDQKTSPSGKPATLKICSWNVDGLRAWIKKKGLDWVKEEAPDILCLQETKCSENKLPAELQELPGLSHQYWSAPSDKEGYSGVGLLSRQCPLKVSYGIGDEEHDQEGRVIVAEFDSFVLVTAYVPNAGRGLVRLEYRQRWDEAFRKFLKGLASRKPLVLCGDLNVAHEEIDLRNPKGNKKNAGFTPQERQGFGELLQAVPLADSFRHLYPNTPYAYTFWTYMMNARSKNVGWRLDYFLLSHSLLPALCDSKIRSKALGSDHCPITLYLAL
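Readout is kinetic fluorescence (ex 525, em 598 nm) from cleavage of 50 nM TAMRA/BHQ-2 THF abasic duplex by 0.75 nM APE1, compound added 15 min beforehand at RT.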
The depositor's hits bear a star; ? = inconclusive; & = joins results of further samples; [ ] = another dose, or the depositor's remark. Calls come from the whole dose curve; as a rule, active = well fitted curve in the direction sought with a large enough effect; inconclusive = small, poorly fitted or top-dose-only effect, or another doubt; inactive = no such curve, though single readings can be large; an effect the other way counts as inactive or inconclusive. Unless noted, % is set by controls: 0 for no effect and ±100 for the full control effect; potency is the fitted concentration of half-maximal effect. A portion of the library; rates above refer to the full screens.

SMILES	Anesthetic bind	BLM inh	APEX1 inh
COC(=O)[C@@]1(Cc2ccc(F)cc2)[C@H]2c3cc(C(=O)N4CCCC4)n(CCF)c3C[C@H]2CN1C(=O)c1ccccc1	-2.8%	-0.5%	1.1%
C#CCOC(=O)NC(/C=C/CCCC)c1ccccc1 (centres undefined)	?	-9.2%	-3.7%
COC(=O)[C@@]1(Cc2ccc(F)cc2)[C@H]2c3cc(C(=O)N4CCCC4)n(Cc4ccc(C)o4)c3C[C@H]2CN1C(=O)c1ccccc1	-1.9%	-9.7%	?
CC(=O)OCC1C2CC[C@H]3C(OCc4ccc(F)cc4C(F)(F)F)OC[C@]4(C)[C@H]3C2=C(CN4C(=O)OC(C)(C)C)[C@H](C)C1COC(C)=O (some centres undefined)	2.6%	-10.2%	-9.5%
C[C@@H]1C=CCC(=O)OC[C@H](C)C(=O)OC[C@H]2O[C@H]1C=C[C@@H]2O	-5.7%[15.3 µM]	-7.0%[12.4 µM]	?
CCN1C(=O)[C@H]2[C@H]3[C@H](O)[C@H](O)C/C(=N/O[C@@H]4O[C@H](COC(C)=O)[C@@H](OC(C)=O)[C@H](OC(C)=O)[C@H]4OC(C)=O)[C@@H]3CC[C@@H]2C1=O	-7.6%[15.3 µM]	-9.4%[12.4 µM]	-2.9%[12.4 µM]
Cc1nc(NC2CCCCC2)c2nc(-c3ccccc3)n(CCCN3CCOCC3)c2n1	-12.1%	-0.3%	-2.9%
CO[C@@H]1COC(=O)C/C=C\[C@H](C)[C@H](OC)COC(=O)[C@H]2CCCN2C(=O)C/C=C\[C@H]1C	-8.7%[15.3 µM]	-0.2%[12.4 µM]	8.4%[12.4 µM]
CCCn1c(C)nc2c(Nc3ccccc3)nc(C)nc21	-8.7%	0.3%	-2.6%
COc1ccc(COC(=O)N/N=C2/C[C@@H](O)[C@@H](O)[C@@H]3[C@@H]4C(=O)N(Cc5ccc6c(c5)OCO6)C(=O)[C@H]4CC[C@H]23)cc1	-11.8%[15.3 µM]	1.6%[12.4 µM]	12.5%[12.4 µM]
OCC1OC(c2ccccc2)C=CC1Oc1cc(Cl)cc(Cl)c1 (centres undefined)	-4.3%[15.3 µM]	2.4%[12.4 µM]	38.9%[activator][12.4 µM]
CC(C)=C1C(=O)C(c2ccccc2)=C2CN3C(=O)N(CCc4ccccc4)C(=O)[C@]3(Cc3ccccc3)[C@H]21	4.1%	-6.4%	-0.1%
C=CCC1(C)OC=Cc2nc3cc(Cl)c(Cl)cc3nc21 (centres undefined)	3.0%[15.3 µM]	-3.0%[12.4 µM]	5.4%[12.4 µM]
Cc1ccc(S(=O)(=O)OCC2CN3C(CCC(C)C3c3ccc(Br)cc3)C(=O)O2)cc1 (centres undefined)	-13.2%[15.3 µM]	-1.8%&-0.6%&1.6%[12.4 µM]	12.2%&27.5%&22.3%[12.4 µM]
C#CCCCO/N=C1/C[C@@H](O)[C@@H](O)[C@@H]2[C@@H]3C(=O)N(C4CCCCC4)C(=O)[C@H]3CC[C@@H]12	1.4%[15.3 µM]	-1.5%[12.4 µM]	?
C/C(CCN1CCCCc2nc(C)c(C)cc21)=N\O[C@@H](C)CN1CCCc2nc(C)c(C)cc21	3.5%[15.3 µM]	-3.1%[12.4 µM]	?
C[C@@]1(O)C(O)[C@@H](CO)O[C@H]1n1cnc2c(NC3CCCC3)nc(Cl)nc21 (some centres undefined)	-10.6%	-4.3%	-6.6%
COc1ccc(OC)c(C2=Nn3c(nnc3-c3ccc(OC)c(OC)c3)SC2)c1	-17.9%	-14.9%	-8.9%
CC(C)[C@@H](OCc1ccccc1)[C@H](C)/C=N\O[C@@H](C)c1cn([C@H](CO)Cc2ccccc2)nn1	-12.1%&-9.0%[15.3 µM]	4.6%&0.4%[12.4 µM]	28.1%&-7.5%[12.4 µM]
CCOC(=O)[C@]1(C(/C=C/c2ccco2)NC(=O)OC)CCCC1=O (some centres undefined)	-1.1%[15.3 µM]	-0.7%[12.4 µM]	?
CCN1CCCC1Cn1c(-c2ccccc2)nc2c(NCc3ccccc3)nc(C)nc21 (centres undefined)	-17.9%	0.0%	-3.5%
CO[C@H]1COC(=O)[C@H](C)COC(=O)[C@@H](OCc2ccccc2)/C=C\[C@@H]1C	-4.6%[15.3 µM]	1.6%[12.4 µM]	?
CCCn1c(C)nc2c(NCCN(C)C)nc(C)nc21	-8.9%	6.0%	-2.9%
C=CC[C@@H]1C=C[C@@H](O/N=C2/C[C@@H](O)[C@@H](O)[C@@H]3[C@@H]4C(=O)N(CC)C(=O)[C@H]4CC[C@@H]23)[C@@H](CO)O1	-10.1%[15.3 µM]	0.6%[12.4 µM]	-6.0%[12.4 µM]
C[C@@H](C(=O)NCc1nc2ccccc2[nH]1)[C@@H]1C[C@@]1(C)[C@@H](NC(=O)OCc1ccccc1)c1ccccc1	-20.8%	-12.5%	-10.9%
O=C(N/N=C1/C[C@@H](O)[C@@H](O)[C@@H]2[C@H]3C(=O)N(c4ccc(F)cc4F)C(=O)[C@@H]3CC[C@@H]12)OCc1ccccc1	-7.3%[15.3 µM]	4.8%[12.4 µM]	14.0%[12.4 µM]
CCc1cc2c(nc1CC)CCN(CC/C(C)=N/OC[C@@H](O)[C@@H]1O[C@@H]3OC(C)(C)O[C@@H]3[C@H]1O)C2	-1.0%[15.3 µM]	0.8%[12.4 µM]	-6.8%[12.4 µM]
COC(=O)NC(CC(C)=O)c1ccc(F)cc1 (centres undefined)	3.3%[15.3 µM]	-0.3%[12.4 µM]	1.2%[12.4 µM]
COC(=O)C1=C(C)N(Cc2ccccc2)c2c(C(=O)OC)c(C(=O)OC)c(C(=O)OC)c(=O)n2C1c1ccccc1 (centres undefined)	2.8%&-2.9%[15.3 µM]	-0.4%&0.3%[12.4 µM]	31.4%&-6.6%[activator][12.4 µM]
COc1ccc2nc3c(cc2c1)Cc1ccccc1-3	?	-0.8%	-7.7%
CC[C@@H]1Cn2c(c3nc(-c4ccccc4)nc-3n(C)c2=O)N1	-4.7%	1.5%	-2.3%
CC(C)[C@@H](OCc1ccccc1)[C@H](C)/C=N\OC[C@@H](O)COCc1ccco1	-3.1%[15.3 µM]	1.6%[12.4 µM]	16.0%[12.4 µM]
C/C(CCN1CCCCc2nc(C)c(C)cc21)=N\OC[C@@H](O)[C@@H]1O[C@@H]2OC(C)(C)O[C@@H]2[C@H]1O	-4.4%[15.3 µM]	-2.3%[12.4 µM]	?
COc1ccc(OC2C(O)COC2/C=C/C#Cc2ccc(F)cc2F)cc1 (centres undefined)	-14.0%&-9.1%[15.3 µM]	-4.9%&-5.3%[12.4 µM]	?
CC(C)(C)c1ccc(OC2C=CC(C#Cc3ccccc3)OC2CO)cc1 (centres undefined)	-17.4%[15.3 µM]	-1.6%[12.4 µM]	3.5%[12.4 µM]
COC(=O)[C@@]1(Cc2ccccc2)[C@H]2c3cc(C(=O)N(C)C)n(CCF)c3C[C@H]2CN1C(=O)c1ccccc1	5.5%	-1.9%	-6.2%
COc1ccc(/C=C/NC(=O)Cc2ccc(OC)c(OC)c2)cc1	-8.4%&-2.2%[15.3 µM]	-1.5%&4.2%[12.4 µM]	?
C=CC[C@@H]1C=C[C@@H](O/N=C\c2ccc(C(=O)N3[C@H](c4ccc(C)cc4)[C@@H](C)CC[C@H]3C(=O)OC)cc2)[C@@H](CO)O1	-14.9%[15.3 µM]	0.3%[12.4 µM]	-8.5%[12.4 µM]
O=c1n(Cc2cc3c(cc2Cl)OCO3)c(=O)n2n1CC[C@H]1/C(=N\OCc3ccccc3)[C@H]3O[C@@H]3[C@@H](O)[C@@H]12	4.7%[15.3 µM]	0.4%[12.4 µM]	15.6%[12.4 µM]
O=C1[C@@H]2[C@H]3[C@H](O)[C@H](O)C/C(=N/OCc4ccccc4)[C@@H]3CC[C@H]2C(=O)N1c1ccc(F)cc1F	6.2%[15.3 µM]	0.6%[12.4 µM]	11.7%[12.4 µM]
CCCn1c(-c2ccc(F)cc2)nc2c(NC(C)CN(C)C)nc(C)nc21 (centres undefined)	-3.1%	-8.9%	11.4%
Cc1noc(C)c1-c1ccc2ncnc(NCc3ccc(C(F)(F)F)cc3)c2c1	-18.4%	-4.1%	-5.5%
O=C(NCC1CC1)[C@H]1C[C@@H]1[C@H](NP(=O)(c1ccccc1)c1ccccc1)c1ccccc1	7.0%	-1.9%	-0.6%
CCCNC(=O)OC[C@@H]1O[C@H](CCO/N=C(\C)CCN2CCCCc3nc(C)c(C)cc32)C=C[C@@H]1Oc1ccc(OC)cc1	2.6%[15.3 µM]	-0.2%[12.4 µM]	12.5%[12.4 µM]
CC1(C)OC(C(O)(c2cccc3c2oc2ccccc23)c2cccc3c2oc2ccccc23)C(C(O)(c2cccc3c2oc2ccccc23)c2cccc3c2oc2ccccc23)O1 (centres undefined)	4.2%[15.3 µM]	4.8%[12.4 µM]	11.7%[12.4 µM]
C[C@@H](c1ccccc1)N1C(=O)[C@H]2[C@@H]3[C@H](O)C=CC(=O)[C@H]3CC[C@H]2C1=O	5.0%[15.3 µM]	-1.6%[12.4 µM]	?
COC(=O)C/C=C\[C@@H](C)[C@@H](/C=N\O[C@@H]1O[C@H](COC(C)=O)[C@H](OC(C)=O)[C@H](OC(C)=O)[C@H]1OC(C)=O)OC	-2.7%[15.3 µM]	2.1%[12.4 µM]	26.1%[12.4 µM]
C/C(CCC(=O)OC[C@@H]1O[C@H](C#Cc2ccccc2)C=C[C@@H]1Oc1ccc(C)cc1)=N/O[C@@H](C)CN1CCCc2nc(C)c(C)cc21	1.5%[15.3 µM]	-1.8%[12.4 µM]	14.3%[12.4 µM]
COc1ccc(O[C@H]2C=C[C@@H](c3ccccc3)O[C@H]2CO/N=C2/[C@H]3O[C@@H]3[C@@H](O)[C@H]3[C@H]2CCn2c(=O)n(-c4ccccc4)c(=O)n23)cc1	-0.6%[15.3 µM]	-3.9%[12.4 µM]	-6.8%[12.4 µM]
Cc1ccc(S(=O)(=O)Nc2cccc3ccc(C)nc23)cc1	-4.2%	2.5%	-6.1%
CC(C)Nc1nc(C#N)nc(Nc2ccccc2)n1	-19.6%	-14.4%	-0.5%
CO[C@@H]1COC(=O)[C@@H](CCSC)NC(=O)C/C=C\[C@@H](C)COC(=O)CCC[C@H]1C	-0.8%[15.3 µM]	1.3%[12.4 µM]	0.8%[12.4 µM]
CC(C)(C)c1cc(C(=O)/C=C/c2ccc(C(=O)O)cc2)cc(C(C)(C)C)c1	?	?	?
CCC1=C2CC[C@H]3C(=O)N(c4ccccc4)C(=O)[C@H]3[C@H]2[C@@]2(Cc3ccccc3)C(=NCCc3c[nH]c4ccccc34)OC(=O)N2C1=O	6.9%	-1.3%	11.0%
CCCn1c(C)nc2c(NCCCN(C)C)nc(C)nc21	-3.3%	1.9%	-2.9%
O=C1C[C@@H](O)[C@@H](O)[C@H]2[C@@H]3C(=O)N(C4CCCCC4)C(=O)[C@@H]3CC[C@H]12	-13.8%&6.1%&4.3%[15.3 µM]	-0.4%&2.9%&2.5%[12.4 µM]	-1.4%&-4.4%&13.0%[12.4 µM]
CCC/C=C(\CCC)C(NC(=O)c1ccc(-c2ccccc2)cc1)c1ccc(C(=O)OC)cc1 (centres undefined)	8.0%	0.6%	-1.1%
COCOc1ccc(Br)cc1C(=O)[C@H]1O[C@H]1c1cccc(OC)c1	0.9%[15.3 µM]	-1.6%[12.4 µM]	24.7%[12.4 µM]
O=C1[C@H]2[C@H]3[C@H](O)[C@H](O)C/C(=N/OCc4ccccc4)[C@H]3CC[C@@H]2C(=O)N1C[C@@H]1CCCO1	3.2%[15.3 µM]	7.2%[12.4 µM]	37.3%[activator][12.4 µM]
CC(=O)OC[C@@H]1O[C@H](CCO/N=C(\C)CCC(=O)OC[C@@H]2O[C@H](C#Cc3ccccc3)C=C[C@@H]2Oc2ccc(C)cc2)C=C[C@@H]1OC(C)=O	2.1%[15.3 µM]	-0.6%[12.4 µM]	9.1%[12.4 µM]

Some of these compounds in order of SMILES length, descending.
SMILES	Anesthetic bind	BLM inh	APEX1 inh
COc1ccc(O[C@H]2C=C[C@@H](c3ccccc3)O[C@H]2CO/N=C2/[C@H]3O[C@@H]3[C@@H](O)[C@H]3[C@H]2CCn2c(=O)n(-c4ccccc4)c(=O)n23)cc1	-0.6%[15.3 µM]	-3.9%[12.4 µM]	-6.8%[12.4 µM]
CC(=O)OC[C@@H]1O[C@H](CCO/N=C(\C)CCC(=O)OC[C@@H]2O[C@H](C#Cc3ccccc3)C=C[C@@H]2Oc2ccc(C)cc2)C=C[C@@H]1OC(C)=O	2.1%[15.3 µM]	-0.6%[12.4 µM]	9.1%[12.4 µM]
CC(C)(C)c1cc(C(=O)/C=C/c2ccc(C(=O)O)cc2)cc(C(C)(C)C)c1	?	?	?
Cc1ccc(S(=O)(=O)Nc2cccc3ccc(C)nc23)cc1	-4.2%	2.5%	-6.1%
